aSyn tox rescue – qHTS of alpha-syn Inhibitors: NCGC Sytravon Library Screen. S. cerevisiae alpha-synuclein toxicity rescue, BacTiter-Glo growth, 24 h. 94,000 compounds, 0.02% hits. Potency, µM (titrated, usually from 46.1 µM), for inactives: top-dose growth rescue (activation), hits mostly activators; active = well fitted activation curve with a large enough effect; inconclusive = small, poorly fitted or top-dose-only effect; also: 0% is about no effect
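Growth restoration measured by BacTiter-Glo luminescence after 24 hr at 30 deg C; alpha-synuclein yeast, raffinose-pregrown to mid-log, were added at OD600=0.02 in galactose medium onto pinned compounds.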
* hit, by the source's call; ? = inconclusive; [ ] = another dose, or the depositor's remark. Potency is read from the fitted curve at half-maximal effect. Some of the compounds tested; count on the stated rates, not on these rows.

SMILES | aSyn tox rescue
Cc1cnc(C(=O)OCC(=O)Nc2cc(-c3cc(C)c(C)cc3C)nn2-c2ccccc2)cn1 | -10.1%
COc1ccc(N2CCN(C(=O)Cc3coc4ccc(C)cc34)CC2)cc1 | 2.2%
CN(C)C(CNC(=O)c1cccc(C(F)(F)F)c1)c1ccco1 (stereo not given) | 1.4%
COc1ccccc1-n1cc(CN2CCCC(CO)(Cc3cccc(Cl)c3)C2)cn1 (stereo not given) | 1.9%
Cc1ccc(S(N)(=O)=O)c(C)c1-n1cnnn1 | 0.8%
COc1ccc(NS(=O)(=O)c2ccc(NS(=O)(=O)c3ccc4c(c3)OCCO4)cc2)cc1 | -1.2%
COc1ccc(NC(=O)CSc2nccn2C2CCCC2)cc1OC | -3.2%
O=C(Cc1ccc(NC2=NC3CS(=O)(=O)CC3S2)cc1)NCc1ccc(Cl)cc1 (stereo not given) | 5.0%
CCC(=O)N1c2ccccc2CC1C(=O)NCc1ccccc1C (stereo not given) | -5.1%
CCCOc1ccc(C2C(=O)N(C3CCC(C)CC3)CC(=O)N2CCC2=CCCCC2)cc1OC (stereo not given) | -7.5%
NC(=O)NC(=O)C(OC(=O)CCNS(=O)(=O)c1ccccc1)c1ccccc1 (stereo not given) | 2.8%
O=C(NC(=S)Nc1ccc(CN2CCOCC2)cc1)c1ccc(-c2ccc(Br)cc2)o1 | 7.5%
CCOc1ccc2nc3sc(C(=O)N4CCOCC4)c(N)c3cc2c1 | 4.6%
COc1ccc(CNC(=O)CN2C(=O)CSc3ccc(S(=O)(=O)N(C)C)cc32)cc1 | -8.1%
CCN(CC)C(=O)CCCc1c[nH]c2ccccc12 | 6.0%
COCCCn1c(=N)c(C(N)=S)cc2c(=O)n3cccc(C)c3nc21 | 4.6%
Cc1nn(CC(=O)N2CCN(c3ccccc3)CC2)c(C)c1[N+](=O)[O-] | 9.9%
COc1ccc(S(=O)(=O)N(C)C[C@H]2Oc3cc(Br)ccc3S(=O)(=O)N([C@H](C)CO)C[C@H]2C)cc1 | -4.6%
O=c1cc(-c2ccc(O)cc2)oc2cc(O)c([C@@H]3O[C@H](CO)[C@@H](O)[C@H](O)[C@H]3O)c(O)c12 | 3.0%
CCOC(=O)c1c(C)[nH]c(C)c1S(=O)(=O)N1CCCC(C(=O)N2CCN(c3ccccc3F)CC2)C1 (stereo not given) | -5.3%
CSc1ccc(C(=O)C2CCCN(C(=O)c3ccc4c(c3)no[n+]4[O-])C2)cc1 (stereo not given) | 5.7%
CN(Cc1ccccc1C#N)S(=O)(=O)c1cccs1 | -8.9%
CCOC(=O)C1CCCN(CC(=O)Nc2cc(C)c3c(=O)oc4ccccc4c3n2)C1 (stereo not given) | -4.4%
COc1ccc(C(=O)N(Cc2sccc2C)C2CCS(=O)(=O)C2)cc1 (stereo not given) | 4.7%
Cc1ccc2sc(N(Cc3cccnc3)C(=O)CCOc3ccccc3)nc2c1C | ?

Other entries.
SMILES | aSyn tox rescue
N#CCCn1cc(/C=N/N=C2\NC(=O)C(CC(=O)O)S2)c(-c2ccc(F)cc2)n1 (stereo not given) | 9.1%
CCOc1ccc(-c2n[nH]c(C)c2-c2ccccn2)c(O)c1 | -4.6%
CC(C)c1ccc(NC(=O)c2ccc(F)c(S(=O)(=O)N3CCN(c4ccccc4F)CC3)c2)cc1 | -3.4%
Cc1ccc(NC(=O)NCCc2c(C)nn(C)c2C)cc1Cl | 1.8%
CCCCC1CCC(C(=O)N2CC(=O)Nc3ccc(Br)cc3C2c2ccc(F)cc2)CC1 (stereo not given) | 6.3%
COc1cccc(CN2C(=O)c3ccccc3C2C(=O)NCCc2ccc(OC)c(OC)c2)c1 (stereo not given) | -4.9%
Cc1ccc(OCc2ccc(-c3nc(C#N)c(NCc4cccnc4)o3)o2)cc1 | 3.1%
CCc1ccc(C2CC(=O)Oc3c2c(=O)n(C)c2ccccc32)cc1 (stereo not given) | 6.4%
COc1ccc(Cl)cc1NC(=O)CSc1nc(-c2ccccc2)c2ccccc2n1 | -2.6%
O=C(CCCc1ccccc1)NCCC1=CCCCC1 | 2.7%
CC(C)n1c(SCC(=O)N2CCN(C)CC2)nc2c1c(=O)n(C)c(=O)n2C | -1.1%
CCC(C)NC(=O)c1ccc2nc(Cc3ccc(OC)cc3)oc2c1 (stereo not given) | -10.4%
CCOC(=O)c1cccc(Nc2nc(C(=O)OCC)nc3ccccc23)c1 | -4.1%
CCc1ccc(S(=O)(=O)c2nnn3c2nc(Nc2cccc(C)c2C)c2sccc23)cc1 | -4.0%
O=C(CSc1c[nH]c2ccccc12)NCC1CCCO1 (stereo not given) | -2.3%
O=c1[nH]c2c(cnn2-c2ccc(Cl)cc2)c(=O)n1-c1cccc(Cl)c1 | -0.9%
COC(=O)C(C)Oc1ccc(Cl)c(CN2OCC(C)(C)C2=O)c1 (stereo not given) | -5.0%
Cc1c2cnn(-c3ccccc3)c(=O)c2c(C)n1CCCC(=O)Nc1cc(F)ccc1F | -11.9%
Cc1ccc(NC(=O)c2oc3ccccc3c2NC(=O)c2cc3ccccc3o2)cc1 | -2.5%
Cn1c(=O)oc2cc(S(=O)(=O)NCc3ccco3)ccc21 | -3.1%
CCCNC(=O)c1cc2n(n1)CCCN(Cc1ccc(F)cc1)C2=O | -2.5%
CCN1CCCC1CNC(=O)CS(=O)(=O)Cc1nc(-c2ccccc2C)oc1C (stereo not given) | 2.7%
CCCCCCN1C[C@@H](n2cc(C3CC3)nn2)[C@H](O)C[C@@H]1c1ccccc1 | 7.9%
NC(=O)C1(N2CCCCC2)CCN(C(=O)c2cc(COc3c(F)cccc3F)on2)CC1 | 3.3%
CC(OC(=O)CCSc1ccccc1)C(=O)Nc1ccc(S(N)(=O)=O)cc1 (stereo not given) | -38.6%[inhibitor]

A second format for some results above:
| Molecule | aSyn tox rescue |
| --- | --- |
| CC(C)n1c(SCC(=O)N2CCN(C)CC2)nc2c1c(=O)n(C)c(=O)n2C | -1.1% |
| CCC(C)NC(=O)c1ccc2nc(Cc3ccc(OC)cc3)oc2c1 (stereo not given) | -10.4% |
| CCOC(=O)c1cccc(Nc2nc(C(=O)OCC)nc3ccccc23)c1 | -4.1% |
| CCc1ccc(S(=O)(=O)c2nnn3c2nc(Nc2cccc(C)c2C)c2sccc23)cc1 | -4.0% |
| O=C(CSc1c[nH]c2ccccc12)NCC1CCCO1 (stereo not given) | -2.3% |
| O=c1[nH]c2c(cnn2-c2ccc(Cl)cc2)c(=O)n1-c1cccc(Cl)c1 | -0.9% |
| COC(=O)C(C)Oc1ccc(Cl)c(CN2OCC(C)(C)C2=O)c1 (stereo not given) | -5.0% |
| Cc1c2cnn(-c3ccccc3)c(=O)c2c(C)n1CCCC(=O)Nc1cc(F)ccc1F | -11.9% |
| Cc1ccc(NC(=O)c2oc3ccccc3c2NC(=O)c2cc3ccccc3o2)cc1 | -2.5% |
| Cn1c(=O)oc2cc(S(=O)(=O)NCc3ccco3)ccc21 | -3.1% |
| CCCNC(=O)c1cc2n(n1)CCCN(Cc1ccc(F)cc1)C2=O | -2.5% |
| CCN1CCCC1CNC(=O)CS(=O)(=O)Cc1nc(-c2ccccc2C)oc1C (stereo not given) | 2.7% |
| CCCCCCN1C[C@@H](n2cc(C3CC3)nn2)[C@H](O)C[C@@H]1c1ccccc1 | 7.9% |

The listing continues.
SMILES | aSyn tox rescue
CCCCOc1ccc(C(=O)NCC(=O)NCc2ccccn2)cc1 | 5.6%
COc1cccc(C(=O)Nc2cc3c(cc2C(=O)c2ccc(C)cc2)OCCO3)c1 | -9.6%
COCCCn1c(=N)c(C(=O)NCc2cccnc2)cc2c(=O)n3cccc(C)c3nc21 | 0.4%
CCOC(=O)C1CCN(C(=O)Cn2nc(CC)n3c(cc4sccc43)c2=O)CC1 | -7.8%
Cc1ccccc1-c1nc(CS(=O)(=O)CC(=O)NCCCN2C(C)CCCC2C)c(C)o1 (stereo not given) | 3.4%
COc1ccc(S(=O)(=O)NCCc2sc(-c3cccnc3)nc2C)c(F)c1 | 3.9%
O=C(/C=C/c1ccc(Cl)cc1)NC1CCS(=O)(=O)C1 (stereo not given) | 2.1%
COc1cc(-c2cc(OC)c3c(C)oc(C)c3c(=O)c2)ccc1OC(=O)c1ccccc1F | -43.4%[inhibitor]
O=C1C(=Cc2ccccc2[N+](=O)[O-])Cc2ccccc21 | 5.0%
CCN1CCN(c2csc3ccc(C)cc3c2=O)CC1 | -6.3%
Cc1nc(CN(C)C(=O)c2ccccc2OC2CCN(S(C)(=O)=O)CC2)cs1 | -8.0%
Cc1ccc(-c2noc(CSc3nnc(C)n3-c3ccc(C)cc3)n2)cc1 | 17.5%
CCOC(=O)C(Cc1c[nH]c2ccccc12)NC(=O)COc1ccc(CC)cc1 (stereo not given) | 14.0%
O=C(Nc1ccncc1)Nc1ccncc1 | -6.3%
O=C(c1cc2ccccn2n1)N1CCN(c2ccccn2)CC1 | 6.8%
C[C@@H]1CN([C@@H](C)CO)C(=O)CCCn2nncc2CO[C@H]1CN(C)Cc1ccc(-c2ccccc2)cc1 | 8.9%
COc1ccc(-c2nn3c(=O)cc(CN4CCN(C(=O)c5ccc(C(C)(C)C)cc5)CC4)nc3s2)cc1 | 10.9%
CN(CC(=O)Nc1ccc(Cl)cc1)C(=O)CNC(=O)c1ccc(Br)o1 | -4.4%
COC(=O)C(C)Sc1nc(N)c(NC(=O)c2ccco2)c(=O)[nH]1 (stereo not given) | 0.3%
COc1ccc(C(CNC(=O)c2oc3ccc(OC)cc3c2C)N2CCCC2)cc1 (stereo not given) | -11.4%
COc1ccc(CNC(=O)CSc2nc(-c3ccc(OC)cc3)cc(C(F)(F)F)n2)cc1 | -10.7%
CCn1c2c(c(=O)n3ncc(C(=O)Nc4cccc(Cl)c4C)c13)CN(Cc1ccc(OC)cc1)CC2 | -40.3%[inhibitor]
CCOC(=O)N(C)C[C@@H]1OCc2cnnn2CCCC(=O)N([C@H](C)CO)C[C@H]1C | 0.6%
Cc1nn(C)cc1CN(C)C(=O)c1nn2c(c1Br)NC(c1cccs1)CC2C(F)(F)F (stereo not given) | 2.3%
CC(Sc1nnc2c(n1)[nH]c1ccccc12)C(=O)NC1CCCCC1 (stereo not given) | 0.0%

Further entries follow.
SMILES | aSyn tox rescue
O=C(Nc1cc(-c2nc3ccccc3o2)ccc1Cl)c1ccc(N2CCCCC2)c([N+](=O)[O-])c1 | 7.6%
Cc1ccc(CNC(=O)CCCC(=O)c2ccccc2)cc1 | 0.8%
COCCNc1ccc(-c2nc(-c3cccc(C)c3)no2)cc1[N+](=O)[O-] | -9.6%
COC(=O)Cn1ccc2cc(S(=O)(=O)N3CCCCCC3)ccc21 | 8.3%
CCN1CCN(c2ccc(S(=O)(=O)N3CCCCC3)cc2NC(=O)c2cccc(F)c2)CC1 | -5.1%
O=C(NCc1nnnn1-c1ccc(F)cc1)c1ccc(S(=O)(=O)N2CCOCC2)cc1 | 0.0%
COc1ccc(OC(C)C(=O)N(C)Cc2nc(-c3cccc(C)c3)no2)cc1 (stereo not given) | 3.7%
CCOC(=O)C1CCC(CN(Cc2ccc(Cl)cc2)S(=O)(=O)c2cccc(Cl)c2C)CC1 (stereo not given) | 4.7%
CS(=O)(=O)c1ccc(-n2nnc3ccccc32)c([N+](=O)[O-])c1 | -6.2%
COc1cc2nc(Nc3cccc(C)c3)nc(N)c2cc1OC | -2.4%
Cc1cc(C)cc(NC(=O)CCc2nnc3n(CC(C)C)c(=O)c4ccccc4n23)c1 | 3.9%
COc1ccccc1OCC(=O)Nc1ccc(S(=O)(=O)N2CCOCC2)cc1 | 7.3%
Cc1cccc(C(=O)Nc2ccc(-c3nc4ccccc4s3)c(C)c2)c1 | -9.1%
Fc1ccc(Nc2c3c(nc4nncn24)CCC3)cc1 | 3.3%
CCc1cc(=O)[nH]c(SCC(=O)Nc2cc(C)on2)n1 | -4.5%
COc1ccc(CCNC(=O)c2ccc(Nc3nc4ccccc4n4nnnc34)cc2)cc1OC | -6.0%
Cc1ccc(-n2ccnc(NCc3ccccc3)c2=O)cc1C | 0.4%
C=CCNc1nc(-c2cccs2)c(CC(=O)O)s1 | 4.7%
Oc1ccc(NCc2ccccc2OCc2ccc(Cl)cc2)cc1 | 1.2%
CC12CC3(C)CC(C)(C1)CC(C(N)=O)(C2)C3 | -0.1%
Cc1ccc(OCC(=O)Nc2ccc(Cl)c(-c3nc4ncccc4o3)c2)c(C)c1 | -9.6%
Cc1ccc(N(C)C(=O)n2cnc3ccccc32)cc1 | 6.3%
O=C(CSc1nnnn1C1CCCC1)Nc1ccccc1F | 3.3%
Clc1ccc(CN2CCC(CNc3ncnc4onc(-c5ccc(Cl)cc5)c34)CC2)cc1 | 6.9%
COc1cc(CNC(=O)c2cc3n(n2)CCCN(Cc2cccc(F)c2)C3=O)cc(OC)c1OC | 2.6%

Carrying on:
SMILES | aSyn tox rescue
Nc1cc(Nc2ccc(Br)cc2)nc(N)n1 | 2.2%
C[C@@H]1CN([C@H](C)CO)C(=O)CCCn2nncc2CO[C@H]1CN(C)Cc1cccnc1 | -3.6%
CN(CC(=O)Nc1ccc(F)cc1)C(=O)c1cc([N+](=O)[O-])ccc1N1CCOCC1 | -0.7%
Cc1cccc(S(=O)(=O)N(C)C[C@H]2OCc3cn(nn3)CCCC(=O)N([C@H](C)CO)C[C@@H]2C)c1 | -3.8%
C=Cc1ncc(OC)c2c1[nH]c1ccccc12 | 1.5%
O=C(O)C1CCN(S(=O)(=O)c2ccc3[nH]ccc3c2)CC1 | 5.4%
Cc1ccc(C(=O)NCCn2cc(SCC(=O)Nc3cc(C)on3)c3ccccc32)cc1 | 1.2%
CN(CC(=O)Nc1cccc(F)c1)C(=O)CCCNC(=O)c1ccc(Cl)cc1 | 4.7%
Cc1cccc(CN2CCN(c3nc4nonc4nc3NC3CC3)CC2)c1 | -10.8%
O=C(NCCc1ccccc1)c1ccc(CSc2nc3cccnc3n2Cc2ccccc2F)cc1 | 4.6%
